# MgcRacGAP inhibition: MgcRacGAP GTPase-activating activity inhibitors, confirmation, biochemical, ADP Hunter fluorescence; inhibition, % at 30 µM; hits with a dose series show IC50 in µM; AID 624330; MgcRacGAP-stimulated Rac1 GTP hydrolysis, ADP Hunter fluorescence; higher % means a stronger effect; GST-tagged Rac1 F28L mutant substrate; 0.6% of 340,000 active;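 active means first-screen hits whose inhibition reached a set limit at any dose in the follow-up dose series; inconclusive means inhibition above the set first-screen limit but never retested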;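 further: fluorescence reports GDP produced by GAP-driven GTP hydrolysis; strong numbers were not always called active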
# Dengue-2 NS5 capping: flavivirus cap methylation enzyme inhibition – biochemical, confirmation dose response, primary screen (AID 588689). Dengue-2 NS5 methyltransferase capping enzyme assay, biochemical; higher % means a stronger effect. inhibition, % at 25 µM, or IC50 in µM where a hit was titrated. 0.3% of 340,000 active; in the data active means a potency from the dose series; inconclusive means inhibition above about 29% without an active follow-up result
# Dengue-2 NS5 capping pilot replicate: also measured in Dengue-2 NS5 capping; calls as there; inhibition, %; measured here: pilot screen replicate inhibition
# Numbers without * were called inactive; u = inconclusive. A portion of the library. The share of hits here may be higher or lower than overall.
SMILES,MgcRacGAP inhibition,Dengue-2 NS5 capping,others
C[C@H](CO)N1C[C@H](C)[C@@H](CN(C)S(=O)(=O)c2ccc(F)cc2)Oc2c(NC(=O)NC3CCCCC3)cccc2C1=O,5%,2%,
O=C(COCc1ccccc1)N[C@@H]1c2ccccc2CC[C@@H]1OCc1ccccc1,11%,-4%,Dengue-2 NS5 capping pilot replicate=-2.1
C[C@H](CO)N1C[C@H](C)[C@@H](CN(C)Cc2ccncc2)Oc2c(cccc2N(C)C)C1=O,11%,2%,
Cc1nn(-c2ccncc2)c2c1C(=O)CC(C)(C)C2Br (stereo not given),9%,-4%,Dengue-2 NS5 capping pilot replicate=-5.1
Cc1ccc(S(=O)(=O)N2CCOCC2)cc1C(=O)NC(C)CCc1ccccc1 (stereo not given),3%,-1%,
O=C(CN1CCN(CC(=O)Nc2ccc3c(c2)OC2(CCCCC2)O3)CC1)Nc1cccc(F)c1,-1%,-7%,
O=c1cc(-c2ccc(O)c(O)c2)oc2ccc3ccccc3c12,3%,0%,
O=[N+]([O-])c1cccc(C=NNC(=S)NC23CC4CC(CC(C4)C2)C3)c1,-1%,3%,
Cc1oc(-c2cccs2)nc1CNC[C@H]1O[C@@H](n2cnc(C(N)=O)n2)[C@H](O)[C@@H]1O,-2%,-1%,Dengue-2 NS5 capping pilot replicate=-6.4
Cc1ccc(S(=O)(=O)N2[C@@H](c3cccc(C)c3)C(C(=O)O)=C[C@H]2CC2CCCC2)cc1,10%,1%,Dengue-2 NS5 capping pilot replicate=-5.5
CC(=O)Nc1ccc(NC(=O)COC(=O)C2CCC(C(C)(C)C)CC2)cc1 (stereo not given),-4%,-1%,
Cc1ccc([C@H]2C(C(=O)O)=CC[C@@H](c3ccc(C)cc3)N2S(=O)(=O)c2ccccc2C)cc1,6%,14%,
CSCCC(NC(=O)c1ccccc1Cl)C(=O)N1CCCC(C)C1 (stereo not given),0%,-6%,
CCOC(=O)C1=C(COC(=O)/C=C/c2ccc(OC)cc2)NC(=O)NC1C (stereo not given),3%,-3%,
C[C@H](CO)N1C[C@H](C)[C@@H](CN(C)C(=O)NC2CCCCC2)Oc2ccc(NC(=O)NC3CCCCC3)cc2C1=O,-3%,-6%,
CCCn1nc(C(=O)OCC(=O)Nc2ccc(C(N)=O)cc2)c2ccccc2c1=O,-4%,3%,
CCc1ccccc1NC(=O)CN(C)C(=O)COC(=O)c1cccnc1Cl,8%,-3%,
Cc1nn(CC(=O)OCC(=O)Nc2cccc(S(N)(=O)=O)c2)c(C)c1[N+](=O)[O-],-2%,-7%,
O=C(NNC(=O)c1ccccc1F)c1ccc(S(=O)(=O)N2CCCCC2)cc1,2%,-8%,
CC(C)CN1C(=O)C(=O)N(CC(=O)N2c3ccccc3NC(=O)CC2C)C1=O (stereo not given),4%,1%,

# Quoted from the entries so far for reference:
SMILES,MgcRacGAP inhibition,Dengue-2 NS5 capping,others
C[C@H](CO)N1C[C@H](C)[C@@H](CN(C)S(=O)(=O)c2ccc(F)cc2)Oc2c(NC(=O)NC3CCCCC3)cccc2C1=O,5%,2%,
O=C(COCc1ccccc1)N[C@@H]1c2ccccc2CC[C@@H]1OCc1ccccc1,11%,-4%,Dengue-2 NS5 capping pilot replicate=-2.1

# (continued)
SMILES,MgcRacGAP inhibition,Dengue-2 NS5 capping,others
CC(C)(C)OC(=O)C[C@H]1C/C=C\C[C@@H](CC(=O)NCCO)C(=O)N[C@H](C(C)(C)C)COC1=O,9%,-2%,Dengue-2 NS5 capping pilot replicate=-0.6
CCN(C(=S)NC(=O)c1ccco1)c1cccc2ccccc12,16%,14%,
N#Cc1ccc(OCC(=O)OCC(=O)c2ccc[nH]2)cc1,8%,-1%,
Cc1ccc(NC(=O)CN2CCCC2c2cccn2C)c(Br)c1 (stereo not given),3%,-8%,
O=C(Cc1ccccc1[N+](=O)[O-])OCC(=O)c1ccccc1Br,6%,-8%,
OCc1ccccc1Cn1ccnc1,-10%,-5%,
COc1cc(/C=C/C(=O)OCC(=O)c2ccc(OC(F)F)cc2)ccc1O,64µM*,3%,
COC(=O)c1ccc(C(=O)OC)c(NC(=O)Cc2cccs2)c1,0%,3%,
CCN(CC(=O)Nc1ccccc1OC)C(=O)CN1C(=O)NC(C)(c2ccc3ccccc3c2)C1=O (stereo not given),5%,3%,
COc1ccc(NC(=O)Nc2ccc3c(c2)C(=O)N([C@H](C)CO)C[C@H](C)[C@@H](CN(C)Cc2ccc(Cl)c(Cl)c2)OCCCC[C@@H](C)O3)cc1,-24%,-11%,
CCN(CC)CCCC(C)Nc1nccc2c(Cl)cccc12 (stereo not given),-4%,8%,
CC(CCc1ccccn1)C(=O)c1ccccc1 (stereo not given),1%,-8%,
CCOc1cc(C(=O)OC(C)C(=O)Nc2ccccc2OC)ccc1OCC(=O)N1CCOCC1 (stereo not given),2%,4%,
O=C(COC(=O)/C=C/c1ccc(Cl)c(Cl)c1)NC1CC1,2%,-14%,
O=C(O)CN1C(=O)C2C3CCC(C3)C2C1=O (stereo not given),-1%,-3%,
Cc1ccc(N(C)S(=O)(=O)c2cccc(C(=O)N3CCN(Cc4ccccc4)CC3)c2)cc1,-3%,-5%,
CN1CCC(N(C)C(=O)c2cccc(S(=O)(=O)N3CCc4ccccc43)c2)CC1,-2%,3%,
CCOc1cc(C(=O)OCC(=O)Nc2cccc(S(=O)(=O)NC3=NCCCCC3)c2)cc(OCC)c1OCC,4%,0%,
COc1ccc(N2CCN(C(=O)COC(=O)[C@@H](NC(=O)c3ccccc3Cl)C(C)C)CC2)cc1,18%,-7%,
CN(C)S(=O)(=O)c1cccc(NC(=O)CCNC(=O)Nc2ccccc2)c1,-3%,-8%,
NN=C1c2ccccc2-c2ccc(N)cc21,18%,2%,
O=C(C[C@H]1C(=O)N(Cc2ccccc2)C[C@@H]1c1ccc(Br)cc1)Nc1ccc(Br)cc1,14%,-5%,
ON=C(c1ccccc1)c1ccc2c3c(cccc13)CC2,8%,-1%,
Cc1ccc2c(c1)C(=O)C(=O)N2c1ccc(C(F)(F)F)cc1,11%,6%,
O=C(Nc1ccccc1)Nc1ccccc1,3%,-20%,
C[C@H](CO)N1C[C@H](C)[C@@H](CN(C)C(=O)OCc2ccccc2)OCc2cn(nn2)CCCC1=O,18%,-5%,
O=C(c1cc(Cl)cc(Cl)c1)N1CCC2CC1c1cc(N3CCCCC3)ccc12 (stereo not given),15%,-8%,
CSc1ncccc1C(=O)NCc1nnc2ccccn12,1%,-5%,
CCOC(=O)C1=C(COC(=O)[C@H](C)NS(=O)(=O)c2ccccc2F)NC(=O)NC1C (stereo not given in full),7%,4%,
NS(=O)(=O)c1ccc(CCNC(=O)c2cc(S(=O)(=O)N3CCCCC3)ccc2Cl)cc1,5%,10%,
Cc1nc2ccccc2c(C(=O)O)c1-c1ccccn1,2%,-1%,
CCOC(=O)C1=C(COC(=O)C2CC(=O)N(CCc3ccccc3)C2)NC(=O)NC1C (stereo not given),5%,-3%,
O=C(COC(=O)c1ccc2c(c1)OCCO2)NCc1ccc(Cl)cc1,10%,3%,
COC(=O)Nc1ccc(S(=O)(=O)N2CCCC(C(=O)NCC3CCCO3)C2)cc1 (stereo not given),5%,-5%,
CN(Cc1ccccc1)S(=O)(=O)c1ccc(NC(=O)C2CCCCC2C(=O)O)cc1 (stereo not given),4%,2%,
CC(OC(=O)[C@@H](NS(=O)(=O)c1ccccc1)C(C)C)C(=O)c1c(N)n(C)c(=O)n(C)c1=O (stereo not given in full),12%,-1%,
COc1ccc(S(=O)(=O)Nc2ccc3c(c2)C(=O)N([C@H](C)CO)C[C@H](C)[C@@H](CN(C)C(=O)Nc2ccc(F)cc2)OCCCC[C@H](C)O3)cc1,15%,-6%,
CC1(C)C(=O)Nc2ccccc2N1C(=O)COC(=O)c1cccc(O)c1,3%,8%,
Cc1cccc(CN(C)C[C@@H]2OCc3cnnn3CCCC(=O)N([C@@H](C)CO)C[C@H]2C)c1,14%,1%,
O=C(NCCSSCCNC(=O)c1ccccc1)c1ccccc1,11%,-10%,

# 3 entries from above, arranged by length of the SMILES, low to high:
SMILES,MgcRacGAP inhibition,Dengue-2 NS5 capping,others
O=C(O)CN1C(=O)C2C3CCC(C3)C2C1=O (stereo not given),-1%,-3%,
Cc1ccc(S(=O)(=O)N2CCOCC2)cc1C(=O)NC(C)CCc1ccccc1 (stereo not given),3%,-1%,
O=C(COCc1ccccc1)N[C@@H]1c2ccccc2CC[C@@H]1OCc1ccccc1,11%,-4%,Dengue-2 NS5 capping pilot replicate=-2.1

# Additional entries:
SMILES,MgcRacGAP inhibition,Dengue-2 NS5 capping,others
O=C(CN1C(=O)NC2(CCCCC2)C1=O)Nc1cc(C(F)(F)F)ccc1N1CCOCC1,1%,-3%,
COc1cc(C)c2sc3ccccc3c(=O)c2c1NCCN(C)C,71µM*,9%,
CCCCCCC(NC(=O)c1ccc(C)cc1)C(=O)O (stereo not given),5%,-5%,Dengue-2 NS5 capping pilot replicate=-3.3
COc1ccccc1N(C)S(=O)(=O)c1ccc(C(=O)Nc2cccc(Br)c2)cc1,5%,1%,
COc1ccc(NC2CCCN(C(=O)COc3ccc(C(C)=O)cc3)C2)cc1 (stereo not given),84µM*,-1%,
COc1cc(/C=C/C(=O)OCC(=O)NCCCc2ccccc2)ccc1O,41µM*,-5%,
Cn1c(CCCNC(=O)c2ccco2)nc2ccccc21,7%,-1%,
COc1cccc(-c2n[nH]nc2C2=CC(=O)CC(C)(C)C2)c1,15%,-3%,
COc1ccc(C2CCc3cc4c(cc3C2=NO)OCO4)cc1OC (stereo not given),2%,1%,
Cc1cn([C@H]2C[C@H](O)[C@@H](CNCc3ccc(N4CCN(C)CC4)cc3F)O2)c(=O)[nH]c1=O,4%,3%,
Cc1ccc(C(=O)OCC(=O)N2CCNC2=O)c(C)c1,-5%,-5%,
O=C(NNC(=O)c1ccccc1F)c1ccc(S(=O)(=O)N2CCCC2)cc1,7%,10%,
C#CCN(C[C@H]1[C@H](OC(=O)NCc2ccc(OC)c(OC)c2)[C@H](OC(=O)NCc2ccc(OC)c(OC)c2)C[C@@H](C(=O)OC)[C@H]1C(=O)OC)S(=O)(=O)c1ccc(C)cc1,16%,4%,
Oc1c(CN2CCCC2)cc(COCc2ccccc2)c2cccnc12,3%,-3%,
N=c1c2ccccc2nc2n1CCCCCCC2,9%,-1%,
CC(C)(C)OC(=O)C[C@H]1C/C=C\C[C@@H](CC(=O)N(CCO)Cc2ccccc2)C(=O)N[C@H](C(C)(C)C)COC1=O,5%,-2%,
CCCN(CC(=O)Nc1ccc(F)c(F)c1F)C(=O)CN1C(=O)NC2(CCCCC2)C1=O,4%,2%,
N#Cc1cnc2nc1NCCCCCCC2,7%,-4%,
CC[C@]12c3[nH]c4cc(-c5ccco5)ccc4c3CCN1C(=O)[C@@H](CC(=O)NCc1cccc(C(F)(F)F)c1)C[C@@H]2C(=O)N1CCN(C(=O)C2CC2)CC1,7%,-5%,Dengue-2 NS5 capping pilot replicate=0.3
COc1ccc(S(=O)(=O)Nc2ccc3c(c2)C(=O)N([C@H](C)CO)C[C@H](C)[C@@H](CN(C)C(=O)NC2CCCCC2)O3)cc1,5%,6%,

# Gathered by group, the entries above with a nitro group on carbon.
SMILES,MgcRacGAP inhibition,Dengue-2 NS5 capping,others
O=[N+]([O-])c1cccc(C=NNC(=S)NC23CC4CC(CC(C4)C2)C3)c1,-1%,3%,
Cc1nn(CC(=O)OCC(=O)Nc2cccc(S(N)(=O)=O)c2)c(C)c1[N+](=O)[O-],-2%,-7%,
O=C(Cc1ccccc1[N+](=O)[O-])OCC(=O)c1ccccc1Br,6%,-8%,

# Following part:
SMILES,MgcRacGAP inhibition,Dengue-2 NS5 capping,others
CN(CC(=O)Nc1ccccc1Br)C(=O)c1ccccc1OCc1ccccc1Cl,4%,-14%,
O=C(COC(=O)c1cccc(OC(F)F)c1)Nc1ncccn1,-3%,2%,
CN1C(=O)N(CC(=O)Nc2ccc3c(c2)OCO3)C(=O)C12CCCCC2,8%,-1%,
CCOC(=O)c1cc2c(c(CCO)n1)[C@H](CCO)N(S(=O)(=O)C(C)(C)C)C2,2%,-1%,Dengue-2 NS5 capping pilot replicate=0.6
CCN(CCCNc1cc2c(c(N)c1S(=O)(=O)O)C(=O)c1ccccc1C2=O)c1ccccc1,23%,32µM*,
O=C(C1CCCCC1C(=O)N1CCCCC1)N1CCCCC1 (stereo not given),-2%,-7%,
O=C(COC(=O)c1ccc(S(=O)(=O)N2CCOCC2)cc1)Nc1ccccc1OC(F)F,3%,-3%,
CCOc1ncccc1C(=O)Nc1cc2c(cc1Br)OCCO2,7%,-1%,
O=C1C(N2CCOCC2)=Cc2cccc3cccc1c23,9%,u,
O=C(CCNS(=O)(=O)c1ccc2nsnc2c1)N1CCN(c2ccncc2)CC1,-4%,-10%,
COc1ccccc1NC(=O)N(C)C[C@H]1OCc2cn(nn2)CCCC(=O)N([C@@H](C)CO)C[C@@H]1C,15%,4%,

# Random excerpt: 7 compounds from above, in no set order.
SMILES,MgcRacGAP inhibition,Dengue-2 NS5 capping,others
CN(CC(=O)Nc1ccccc1Br)C(=O)c1ccccc1OCc1ccccc1Cl,4%,-14%,
O=C1C(N2CCOCC2)=Cc2cccc3cccc1c23,9%,u,
O=C(COC(=O)c1cccc(OC(F)F)c1)Nc1ncccn1,-3%,2%,
O=C(C1CCCCC1C(=O)N1CCCCC1)N1CCCCC1 (stereo not given),-2%,-7%,
CN1C(=O)N(CC(=O)Nc2ccc3c(c2)OCO3)C(=O)C12CCCCC2,8%,-1%,
CCOC(=O)c1cc2c(c(CCO)n1)[C@H](CCO)N(S(=O)(=O)C(C)(C)C)C2,2%,-1%,Dengue-2 NS5 capping pilot replicate=0.6
O=C(COC(=O)c1ccc(S(=O)(=O)N2CCOCC2)cc1)Nc1ccccc1OC(F)F,3%,-3%,
